Arr AP2 block: blocks beta-arrestin peptide binding to AP2 adaptin. inhibition, % at 10 µM. AID 504490. FITC-arrestin peptide / GST-AP2 beads, flow cytometry; AP2 beta2 appendage carries R879A mutation. hit rate 0.31% among 340,000;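 active = inhibition above a set limit, near 3 SD of compounds lacking own fluorescence, cut at about 54% in these data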;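 also: plate controls were DMSO wells for no effect and 5 µM unlabelled arrestin peptide for full effect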
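System: GST-tagged AP2 beta2-adaptin appendage (R879A) on 4 µm glutathione beads / Reagent: FITC-arrestin peptide, 50 nM / Detection: HyperCyt-sampled flow cytometry, FL1 channel, ex 488/em 535 nm / Timing: 12 min plus 1 h, RT / Buffer or medium: PBS plus Tween 20 (0.05%) and BSA (0.1%)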
MITF TRPM1 HTS: increases MITF-driven TRPM1 promoter luciferase signal; SK-MEL-5 TRPM1-promoter luciferase, 24 h; % of positive control, neutral wells = 0; activation, % at 12.5 µM; hit rate 0.75% among 300,000;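 active = mean activation of at least 80% with every replicate also reaching 80%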;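 also: 0% = neutral control wells and 100% = parthenolide positive control wells; values of inactives mirror those of a sister screen read the other way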
Pemphigus Ab inh: blocks pemphigus antibody binding to human desmoglein-3; AID 588358; binding (percent of control), % at 10 µM; DSG3-coupled beads, scFv-anti-DSG3-GFP binding, flow cytometry; stronger effect = lower value; hit rate 0.48% among 310,000; P32926;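 active = binding more than 3 SD below its plate's average and above zero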; also: some compounds called inactive have numbers as strong as hits
NSD2 inh: inhibitors of human histone methyltransferase NSD2; hit rate 0.54% among 310,000; AID 743445; NSD2 peptide methylation, AlphaScreen, 120 min; O96028; inhibition, % at 12.5 µM; in the data active = inhibition above about 50%
dFosB act: enhances mouse delta FosB homodimer DNA binding. P13346. AID 493131. hit rate 0.99% among 340,000. activation, % at 25 µM. purified delta FosB, TAMRA-CDK5 oligo fluorescence polarization; percent of positive-control signal above neutral wells;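 active = mean activation above about 17%, with every replicate also reaching it, limit read from the data, passing the limit was not always enough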;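 also: fluorescence polarization rise as delta FosB binds a TAMRA Cdk5 AP-1 oligo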
Target sequence (P13346 whole entry, looked up): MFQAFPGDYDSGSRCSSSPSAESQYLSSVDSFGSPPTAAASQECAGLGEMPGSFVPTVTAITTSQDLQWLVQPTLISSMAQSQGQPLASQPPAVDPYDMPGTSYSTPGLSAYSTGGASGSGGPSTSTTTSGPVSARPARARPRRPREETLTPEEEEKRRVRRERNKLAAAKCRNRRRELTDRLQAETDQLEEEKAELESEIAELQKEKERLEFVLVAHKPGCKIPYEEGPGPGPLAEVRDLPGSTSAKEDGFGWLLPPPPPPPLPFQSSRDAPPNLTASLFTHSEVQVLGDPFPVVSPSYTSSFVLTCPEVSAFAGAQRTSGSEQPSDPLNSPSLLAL
Mot1-301 SUMO: inhibitors of SUMOylation pathway: yeast Mot1-301 growth rescue. S. cerevisiae Mot1-301 growth rescue, ATP luminescence, 38.5C; percent above DMSO median, 100 means doubled. growth rescue, % at 18.8 µM. hit rate 1% among 320,000;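 active = every valid replicate shows activation above 250% relative to neutral control wells; inactive = the rest, any valid replicate at or below 250%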;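 also: OY570 slx delta 5 strain wells were the positive control but not used for scaling; some compounds called inactive have numbers as strong as hits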
SR-BI uptake up: activators of SR-BI mediated HDL lipid uptake; AID 504775; activation, % at 12.5 µM; CHO ldlA[mSR-BI] cells, DiI-HDL uptake fluorescence, 3 h; 100 = double the neutral-control signal; hit rate 0.096% among 320,000;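 active = mean replicate activation of at least 60% and every replicate at or above 60%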;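 also: 0% = median plate neutral-control signal and 100% = twice that signal; values of inactives mirror those of a sister screen read the other way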
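Test system: SR-BI-overexpressing, LDLR-lacking CHO cells; Also added: labelled HDL, 10 µg/mL; Measured by: bottom-read cell fluorescence after medium removal, ex 550/em 595 nm; Timing: 3 h uptake period with compound, 37 °C; Buffer or medium: F12, 0.5% BSA, 25 mM HEPES; Doses: single compound concentration, delivered by pin transfer.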
CDK5 inh: CDK5/p35 (human) kinase inhibition; Q00535+Q15078; Recombinant CDK5/p35, ADP-Glo luminescence, 60 min; inhibition, % at 10 µM; hit rate 0.01% among 330,000; AID 488839;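 active = highest replicate inhibition of at least 50% and at least 75% of replicates reaching 50%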;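 also: plate controls were DMSO neutral control for no effect and GW8510 at 10 µM for full effect; many of its hits are not listed in these tables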
PKA-R2B activ: activates the human PKA-R2B holoenzyme complex; AID 504700; hit rate 0.079% among 340,000; P22694+P31323; activation, % at 11.4 µM; PKA-R2B holoenzyme dissociation, Cy5-IP20 fluorescence polarization; R2B truncated from residue 108, S112A mutant; 0% DMSO only, 100% 113 µM cGMP;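 active = activation above a cutoff set at the mean over all compounds plus 3 SD, cut at about 18% in these data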;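 also: higher means more holoenzyme dissociation and a rise in polarization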
SR-BI DiI inh: blocks mouse SR-BI lipid uptake from DiI-HDL; ldlA[mSR-BI] CHO cells, DiI-HDL uptake fluorescence, 3 h; Q61009; hit rate 0.96% among 320,000; inhibition, % at 12.5 µM; AID 488896;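 active = mean replicate inhibition of at least 70% and a set share of replicates each scoring 70 or more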;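 also: 0% = median of neutral control wells and 100% = median of positive control wells; values of inactives mirror those of a sister screen read the other way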
Target sequence (Q61009 whole entry, looked up): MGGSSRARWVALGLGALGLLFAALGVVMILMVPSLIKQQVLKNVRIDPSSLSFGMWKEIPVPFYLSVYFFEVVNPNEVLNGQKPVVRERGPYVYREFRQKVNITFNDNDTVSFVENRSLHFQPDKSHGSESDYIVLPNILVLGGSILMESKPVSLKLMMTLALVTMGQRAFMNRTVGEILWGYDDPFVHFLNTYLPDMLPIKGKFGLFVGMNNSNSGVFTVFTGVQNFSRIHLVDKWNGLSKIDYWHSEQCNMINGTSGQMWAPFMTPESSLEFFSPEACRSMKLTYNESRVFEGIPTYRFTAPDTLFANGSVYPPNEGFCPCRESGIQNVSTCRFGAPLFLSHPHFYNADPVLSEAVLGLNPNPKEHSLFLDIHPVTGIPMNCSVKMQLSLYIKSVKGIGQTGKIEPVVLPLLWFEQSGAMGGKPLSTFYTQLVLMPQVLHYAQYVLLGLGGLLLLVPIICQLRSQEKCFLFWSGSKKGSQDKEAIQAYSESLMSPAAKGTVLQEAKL
PKA-R1A activ: activates the PKA-R1A holoenzyme complex; AID 504707; hit rate 0.083% among 340,000; activation, % at 11.4 µM; PKA-R1A dissociation, Cy5-IP20 fluorescence polarization; scaled: DMSO 0%, 113 µM cGMP 100%; P00514+P68181;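 active = percent activation above the mean of all tested compounds plus 3 SD, cut at about 19% in these data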;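 also: higher means more PKAc released from R1A so a rise in polarization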
* hit, by the source's call; . = not tested or not shown.

SMILES	Arr AP2 block	MITF TRPM1 HTS	Pemphigus Ab inh	NSD2 inh	dFosB act	Mot1-301 SUMO	SR-BI uptake up	CDK5 inh	PKA-R2B activ	SR-BI DiI inh	PKA-R1A activ
COc1ccc(OCC(O)CN(C)C(=O)/C=C/c2cccc([N+](=O)[O-])c2)cc1 (centres undefined)	-6	13	99	-2	-7	2	7	-2.6	-6	-7	-8
COc1ccc(Cl)cc1NC(=O)N1CCN(CCc2ccccc2)CC1	0	5	104	-1	-8	0	22	-1.3	-2	-22	-1
COC(=O)c1ccc(NCc2cc(O)ccc2O)cc1O	0	11	94	5	-6	.	1	-1.4	-7	-1	1
O=C(O)CCc1ccc(-c2ccc(F)cc2)n1CCC(=O)O	0	-3	101	0	-3	9	6	-0.9	4	-6	15
O=C(Nc1cc(C(=O)N2CCCC2)ccc1N1CCCC1)c1ccccc1F	-5	-29	99	4	-1	-8	-9	1.9	-4	9	4
O=C(CCC(=O)Nc1cccc2ccccc12)N/N=C/c1ccco1	-4	-7	97	1	-4	-3	-18	-1.8	5	18	4
Oc1ccc(N=Cc2ccc(-c3cccs3)s2)cc1	41	-3	95	.	-19	1	0	-1.5	0	0	3
O=C(CCNS(=O)(=O)c1ccc(Br)cc1)NC1CCC(O)CC1 (centres undefined)	24	-9	.	2	-2	-8	35	0.6	0	-35	1
CC1CCCC(C)N1C(=O)COC(=O)Cc1ccc(Cl)cc1 (centres undefined)	45	1	103	-4	3	-7	17	0.9	7	-17	6
COc1ccccc1N(CC(O)CN1CCC(C)CC1)S(=O)(=O)c1ccccc1 (centres undefined)	1	12	.	1	1	-9	10	-0.3	-1	-10	3

A different layout for 2 compounds above.
Molecule,Arr AP2 block,MITF TRPM1 HTS,Pemphigus Ab inh,NSD2 inh,dFosB act,Mot1-301 SUMO,SR-BI uptake up,CDK5 inh,PKA-R2B activ,SR-BI DiI inh,PKA-R1A activ
O=C(CCNS(=O)(=O)c1ccc(Br)cc1)NC1CCC(O)CC1 (centres undefined),24,-9,.,2,-2,-8,35,0.6,0,-35,1
COc1ccccc1N(CC(O)CN1CCC(C)CC1)S(=O)(=O)c1ccccc1 (centres undefined),1,12,.,1,1,-9,10,-0.3,-1,-10,3

Additional entries
SMILES	Arr AP2 block	MITF TRPM1 HTS	Pemphigus Ab inh	NSD2 inh	dFosB act	Mot1-301 SUMO	SR-BI uptake up	CDK5 inh	PKA-R2B activ	SR-BI DiI inh	PKA-R1A activ
COc1ccc(CCNc2ccc(C(CC(N)=O)NC(=O)c3cc(OC)ccc3OC)cc2[N+](=O)[O-])cc1 (centres undefined)	-1	-5	97	.	-5	434	-22	1.8	2	22	-6
Cc1ccccc1CSc1ccc2nnc(-c3ccccn3)n2n1	4	15	96	0	-13	-14	-4	-1.4	2	4	2
CCCC[C@H]1COCCS(=O)(=O)N1Cc1ccc(C)cc1	7	5	105	.	-9	0	23	1.8	-10	-23	4
CC1=NN(c2ccccc2)C(=O)/C1=C/c1ccc[nH]1	1	18	102	36	-1	7	-10	0.2	-1	10	-11
Cc1ccc(-c2cn(-c3ccc(SC(F)F)cc3)c3[n+]2CCC3)cc1	22	-63	92	-1	-6	19	21	.	-3	-21	-11
CCc1nnc(NS(=O)(=O)c2ccc(NC(=O)c3ccccc3C)cc2)s1	7	-10	86	10	-4	0	.	0.0	1	.	-7
COc1ccccc1CNC(=O)COC(=O)CSc1ccc(F)cc1	2	9	101	-2	-14	27	8	-2.6	-3	-8	-3
Cc1ccc(NC(=O)C2=CCN(S(=O)(=O)c3ccc(F)cc3)CC2)cc1	-6	0	100	.	5	186	-19	0.0	-7	19	-1
CSCCC(NC(=O)c1ccccc1Cl)C(=O)N1CCN(C(C)=O)CC1 (centres undefined)	3	.	98	18	4	170	12	-0.9	5	-12	-2
CSc1ccc(CN(C)CC(=O)Nc2ccc(NC(C)=O)cc2)cc1	8	5	124	.	-11	-6	-8	1.2	3	8	3
O=[N+]([O-])c1cccc(/C=C/c2nc[nH]c2[N+](=O)[O-])c1	11	1	63*	0	-5	159	1	-1.0	1	-1	4
CCCCC1(c2ccc(F)cc2)NC(=O)N(CC(=O)N2CCN(C(=O)c3ccco3)CC2)C1=O (centres undefined)	-8	0	105	-3	-8	3	-7	-0.1	4	7	10
OCC1(CCc2ccccc2)CCN(Cc2ccccc2Cl)CC1	14	1	102	1	-11	15	26	-3.7	-1	-26	12
O=[N+]([O-])c1ccc2n[nH]nc2c1	6	.	100	-5	2	-7	2	-0.5	-11	-2	4
Cc1ccc(C(=O)Nc2nc(-c3ccccn3)cs2)cc1S(=O)(=O)N1CCOCC1	-17	-54	94	-3	-26	-3	-50	0.2	1	50	-5
O=S1(=O)N=C(c2ccccc2)c2ccccc21	5	2	109	1	1	149	10	-2.0	5	-10	9
COc1ccc(NC(=O)c2ccc3c(c2)C(=O)N(Cc2cccnc2)C3=O)cc1	-1	-8	70*	-4	0	-2	-14	0.2	-7	14	0
O=C(CCC(=O)c1cccs1)NCc1ccccc1Cl	-21	20	98	1	-3	39	9	-0.8	-8	-9	-8
O=c1c[n+]([O-])c2ccccc2n1OCc1ccccn1	6	-7	.	2	3	6	4	-0.8	-8	-4	-4
COc1cc(C(C)=O)ccc1OCC(O)CN1CCN(c2ccccn2)CC1 (centres undefined)	11	4	106	-1	-2	8	21	3.6	-4	-21	1
CC(C)CN(C(=O)COC(=O)c1c(Cl)ccc(Cl)c1Cl)C1CCS(=O)(=O)C1 (centres undefined)	14	-14	116	2	-1	6	-36	-1.1	-5	36	-5
Cc1ccc(NC(=O)Cc2nc(-c3c[nH]c(C(=O)N4CCCC4)c3)cs2)c(C)c1	-11	-26	102	2	-8	0	-36	-1.1	-2	36	8
COC(=O)c1sc2ncccc2c1OCc1ccc(Cl)cc1Cl	3	4	84	.	17*	133	-55	0.3	-9	55	-9
O=C1c2ccccc2-c2cccc(C(=O)N3CCN(C(=O)c4ccccc4)CC3)c21	13	6	105	-1	-5	29	9	0.3	0	-9	-3
CC1=NN(C(=O)Cc2ccc([N+](=O)[O-])cc2)C(O)(c2ccccc2)C1 (centres undefined)	6	-11	103	4	-3	-12	10	-7.4	0	-10	-4
O=C(CCCCCC(=O)N(CCO)CCO)N(CCO)CCO	-5	-6	.	7	7	3	-4	-3.2	-9	4	4
CCOc1ccc(-n2c(=O)c3c4c(sc3n(CC(=O)NCC3CCCO3)c2=O)CCCC4)cc1 (centres undefined)	12	9	92	8	-4	6	.	0.0	-1	.	3
CC(C)[C@H](CN1CCC[C@H]1CN1C(N)=NC[C@H]1C(C)C)N1C[C@@H](Cc2ccccc2)N(CCCC2CCCC2)C1=N	11	7	112	.	-3	-22	-9	1.1	2	9	-8
Cc1cc(OCC(=O)OCC(=O)c2c(N)n(C)c(=O)n(C)c2=O)ccc1Cl	9	-9	97	39	-1	5	18	-2.1	1	-18	4
O=C(COC(=O)c1cccc(-n2cnnn2)c1)Nc1c(Cl)cccc1C(F)(F)F	-10	-1	108	-2	10	-17	4	0.3	-2	-4	-16
Nc1nn(-c2cccc(F)n2)cc1-c1ccc(Cl)cc1	-7	32	105	-6	1	.	-40	0.6	0	40	0
COc1cc(NC(=O)C2=CC(c3cccs3)=NS(=O)(=O)N2C)cc(OC)c1OC	16	-1	103	.	3	12	-34	-0.2	0	34	2
Cc1cc(NC(=O)CCC(=O)N(Cc2ccco2)C2(C(=O)NC3CCCC3)CCCCC2)no1	-3	9	.	2	-5	0	.	3.3	-4	.	-1
Cc1ccnc(NC(=O)CCC(=O)N(CC(=O)NCc2ccc(F)cc2)c2ccc(F)cc2)c1	-1	.	123	-4	-4	-6	.	-3.1	1	.	13
O=C(Nc1cc([N+](=O)[O-])ccc1F)c1ccc2ccccc2c1	8	17	105	-1	8	2	-10	0.2	-4	10	-10
CC1CCCC(NC(=O)COC(=O)[C@@H](NC(=O)c2ccc(F)cc2)C(C)C)C1C (some centres undefined)	-2	0	92	-1	-11	15	4	-2.3	-2	-4	-7
CCOC(=O)Cc1csc(NC(NC(=O)OCC)(C(=O)OCC)C(F)(F)F)n1 (centres undefined)	9	.	97	-8	-7	-14	3	0.7	0	-3	-7
CN(C(=O)C1CCCN1S(=O)(=O)c1ccc(Cl)cc1)c1ccccc1 (centres undefined)	-2	11	.	0	-12	-17	6	-1.0	-4	-6	-8
CC1(C)CC(=O)C=C(NNC(=O)c2ccc(N)cc2)C1	10	1	133	.	4	21	26	0.7	-3	-26	2
COC(=O)c1ccc(C(=O)Nc2nc3cc(N)c(C)cc3s2)cc1	-26	5	87	-4	-4	-7	-81	0.9	9	81*	-6
CCCOc1ccc(N2C(=O)C3ON(c4ccccc4)C(c4ccc(O)c(OC)c4)C3C2=O)cc1 (centres undefined)	2	-3	101	5	5	-3	5	-0.6	-12	-5	-8
Cc1sc(NC(=O)/C=C/C(=O)O)c(C(N)=O)c1-c1ccc(C(C)(C)C)cc1	30	4	103	8	-4	16	7	-0.1	11	-7	-5
COc1ccc(Cl)cc1NC(=O)CN(C)CC(=O)N(CC(C)C)c1c(N)n(CC(C)C)c(=O)[nH]c1=O	32	-12	99	14	-6	4	-12	1.3	13	12	2
COC(=O)c1ccc(OC(=O)c2ccc(OC)cc2)c(OC)c1	20	2	94	-2	-9	-19	17	1.5	7	-17	-3
Cc1ccc(NC(=O)CSc2n[nH]c(-c3ccco3)n2)cc1	38	11	104	1	0	13	2	-1.4	-6	-2	-4
O=[N+]([O-])c1ccc(N2CCN(CCO)CC2)cc1Sc1ccccn1	-2	5	98	0	2	-1	34	-4.3	-17	-34	-4
Cc1csc2nc(O)c(C(=O)NCCCc3ccccc3)c(=O)n12	27	0	99	0	-9	8	9	-0.6	0	-9	-5
C=CCOC(=O)C1=C(C)NC(C)=C(C(=O)OCC=C)C1c1cn(-c2ccccc2)nc1-c1ccco1	16	6	90	3	-1	-10	9	1.1	1	-9	3
CCOC(=O)c1cc(C(=O)Nc2ccccc2F)nn1C	-5	72	105	13	1	-9	5	0.9	2	-5	-6
CC(C(=O)N1CCCc2ccccc21)N1C(=O)c2ccccc2C1=O (centres undefined)	-3	7	110	0	-3	13	-3	-3.2	3	3	-2
O=C(COC(=O)c1cc(=O)[nH]c2ccc(Br)cc12)c1ccccc1	6	-8	101	-5	-10	1	-13	0.1	11	13	-8
